# Compound activity (PubChem BioAssay)
# EP2 modulator: EP2 receptor (human) modulation | P43116 | EP2-expressing cells, cAMP HTRF FRET, PGE2 co-stimulation | induction, % at 25 µM | 260,000 tested, 0.83% active | AID 940;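 active means compounds whose cAMP rise, as percent of the full-agonist control response, exceeds 60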;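 further: rat C6 glioma line stably carrying human EP2 under a CMV promoter; the protocol text gives 20 µM as final concentration; 100% = response of wells given 1 µM PGE2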
# S1P4 antag: blocks the human S1P4 receptor. O95977. S1P4-expressing cells, antagonist mode, reporter read-out. inhibition, % at 4.98 µM. 220,000 tested, 0.26% active. AID 1510; in the data active means inhibition above about 29%;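 further: 0% = wells stimulated with agonist and 100% = vehicle wells without agonist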
# NPY1 pot ag: potentiators or agonists of human neuropeptide Y receptor Y1 | NPY-Y1 expressing cells, potentiator/agonist activation | activation, % at 3.6 µM | 220,000 tested, 0.37% active | AID 1304; in the data active means activation above about 33%, passing the limit was not always enough;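 further: cells stimulated with NPY at EC10 then isoproterenol at EC100; 0% = low agonist plus stimulus and 100% = saturating agonist plus stimulus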
# eIF4E-4G inh: blocks eIF4E binding to eIF4G; AID 782; TR-FRET eIF4E-eIF4GI(517-606) binding, 2 h; 220,000 tested, 0.37% active; inhibition, % at 21.7 µM;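 active means inhibition above about 30%, limit read from the data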;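 further: 0% = full FRET control wells and 100% = background wells lacking eIF4GI fragment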
# NPY-Y1 antag: NPY-Y1 (human) receptor antagonism; P25929; HEK293-CNG Y1 cells, membrane potential fluorescence; NPY at EC95, then isoproterenol; inhibition, % at 3.6 µM; 200,000 tested, 1% active; AID 1040;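 active means inhibition above the campaign mean inhibition of all tested compounds plus 3 SD, cut at about 20% in these data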;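 further: 0% = DMSO wells given NPY plus isoproterenol and 100% = isoproterenol alone without NPY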
#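 Assay system: HEK293 cells with Y1 receptor plus CNG channel | Probe or stimulus: NPY (25 nM), isoproterenol (1 µM), Ro 20-1724 (25 µM) | Timing: Compound incubation 1 h at room temperature, readout 45 min post-stimulation | Measured by: Membrane-potential fluorescent dye readout | Benchmarks: High control isoproterenol alone, low control NPY with isoproterenol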
# NPY-Y2 PAM-ag: potentiates or activates human NPY-Y2 receptor; P49146; cells expressing NPY-Y2, potentiator/agonist read-out; activation, % at 3.6 µM; 220,000 tested, 0.45% active; AID 1359; in the data active means activation above about 27%;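 further: cells stimulated with NPY near EC25 plus isoproterenol at EC100; 0% = vehicle plus submaximal agonist and 100% = vehicle plus saturating agonist; some results beyond the cut were filed as inactive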
# PGE2 EP2 inh: inhibitors of human EP2 prostaglandin E2 receptor; C6 glioma cells expressing human EP2, cAMP TR-FRET; cells stimulated with saturating PGE2; inhibition, % at 25 µM; 260,000 tested, 0.52% active; AID 1422;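 active means percent inhibition above 40 after rounding to a whole number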;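 further: rat C6 glioma host cells with rolipram phosphodiesterase inhibitor present; the protocol text gives 20 µM as final concentration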
# S1P4 agonist: activates the human S1P4 receptor | 220,000 tested, 0.35% active | AID 1509 | S1P4-expressing cell line, agonist reporter assay | activation, % at 4.98 µM | O95977; in the data active means activation above about 11%;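 further: 0% = DMSO vehicle and 100% = reference agonist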
# p97 inhibitor: human p97 ATPase inhibition; inhibition, % at 8 µM; AID 1481; recombinant p97 ATPase, Kinase-Glo ATP luminescence, 3 h; P55072; 220,000 tested, 0.42% active; in the data active means inhibition above about 15%;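 further: 0% = DMSO vehicle and 100% = wells lacking enzyme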
# Target sequence (P55072 whole entry, looked up): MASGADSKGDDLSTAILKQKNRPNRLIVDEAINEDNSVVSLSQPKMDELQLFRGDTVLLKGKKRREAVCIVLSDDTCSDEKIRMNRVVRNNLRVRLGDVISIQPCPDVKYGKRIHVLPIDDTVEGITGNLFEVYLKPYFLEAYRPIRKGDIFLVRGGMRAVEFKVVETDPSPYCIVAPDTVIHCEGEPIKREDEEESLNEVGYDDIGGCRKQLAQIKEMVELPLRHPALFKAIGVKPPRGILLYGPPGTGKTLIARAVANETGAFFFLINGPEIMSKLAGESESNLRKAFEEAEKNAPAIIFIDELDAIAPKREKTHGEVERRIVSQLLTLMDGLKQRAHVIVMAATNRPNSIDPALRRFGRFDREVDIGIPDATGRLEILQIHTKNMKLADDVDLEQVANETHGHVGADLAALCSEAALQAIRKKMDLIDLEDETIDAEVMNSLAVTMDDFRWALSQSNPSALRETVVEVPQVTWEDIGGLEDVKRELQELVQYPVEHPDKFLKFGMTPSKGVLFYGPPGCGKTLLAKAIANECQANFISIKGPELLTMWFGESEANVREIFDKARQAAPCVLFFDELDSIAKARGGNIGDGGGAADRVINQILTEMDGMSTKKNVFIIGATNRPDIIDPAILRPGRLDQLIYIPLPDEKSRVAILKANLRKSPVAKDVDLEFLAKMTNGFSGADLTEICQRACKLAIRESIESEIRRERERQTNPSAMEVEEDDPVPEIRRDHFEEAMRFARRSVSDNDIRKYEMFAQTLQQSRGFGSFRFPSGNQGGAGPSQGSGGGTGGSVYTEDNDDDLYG
# Starred values were filed as active, the others as inactive; . = no result given; & = joins results of further samples; [ ] = remark or other dose. Not all compounds are listed, so the mix of outcomes need not match the whole.
# Every second line gives: EP2 modulator, S1P4 antag, NPY1 pot ag, eIF4E-4G inh, NPY-Y1 antag, NPY-Y2 PAM-ag, PGE2 EP2 inh, S1P4 agonist, p97 inhibitor
CCN(CCC(=O)Nc1cc(OC)cc(OC)c1)Cc1ccccc1
    3, -9, -1, -5, 1, 2, 4, 2.4, -11
CCC(C)NC(=O)c1ccccc1NC(=O)C1COc2ccccc2O1 (configuration not stated)
    -18&-2, 1, 6, 0, 6, -4, 6&9, -1.5, 1
CN1C=CC(=C2C(=O)c3ccccc3C2=O)C=C1
    -11, -9, 0, 2, 9, -15, 4, 0.4, -1
O=C(NCCN1CCOCC1)c1ccc2ccccc2n1
    -11, -20, 0, 1, -5, 10, 4, 0.5, 2
O=C(NC(NC1CCS(=O)(=O)C1)C(Cl)(Cl)Cl)c1cccc(Cl)c1 (configuration not stated)
    2, -26, 11, 6, -6, 11, 2, -1.6, -7
O=c1[nH]c(CN2CCN(c3ccccc3)CC2)nc2ccccc12
    -5, -1, -3, ., 2, -3, 10, 1.2, 1
CCc1nnc(NC(=O)CSc2ccc(-c3ccco3)nn2)s1
    33, -12, 1, 20, 1, -12, 15, 0.9, 8
Cc1cc(C)c2[nH]c(C(=O)Nc3ccc4c(c3)OCO4)cc2c1
    -109, 6, 3, 0, ., -12, 9, 2.4, 11
COC(=O)CCC(=O)Nc1cccc(Br)c1
    9, -3, 0, -3, 1, 13, 14, 2.0, 3
COc1cc(OC)cc(C(=O)NC(=S)NCCc2ccccc2)c1
    -31, -5, -40, -7, 14, -25, 8, -0.6, -2
CC(=O)NC1C(OCCOc2ccc(Cl)cc2Cl)OC(COC(C)=O)C(OC(C)=O)C1OC(C)=O (configuration not stated)
    5, -5, 7, -1, 2, -2, ., -3.0, -1
Cn1c(-c2ccccc2)c(/C=N/NC(=O)c2ccc(O)cc2)c2ccccc21
    -11, 7, 25, 1, ., 22, 11, 0.7, 17*
COC(=O)c1ccc(C(=O)OC)c(NC(=S)N2CCC(C(N)=O)CC2)c1
    5, -7, 5, 1, 5, -1, 11, 1.4, 6
Cc1cc(C=NCCCO)c(C)n1-c1cc(Cl)ccc1Cl
    32, -15, -29, 4, 3, -8, 9, 13*, 1
COc1cc(SC)ccc1C(=O)N1CCN(c2ccccc2F)CC1
    -41, -1, -4, 1, 3, -9, 1, 0.8, -4
Cc1nc(SCC(=O)NC2CCCC2)[nH]c(=O)c1Cc1ccccc1
    -13&-10, -4, 0, 3, -1, 0, 12&11, 51*, 0
COc1ccc(CCN(C(=O)C(F)(F)F)C(C(=O)NC2CCCC2)c2cccs2)cc1 (configuration not stated)
    26, -1, 0, 3, 9, 5, 10, -0.9, 3
O=C(c1ccco1)N1CCN(C(c2ccccc2)c2nnnn2C2CCCC2)CC1 (configuration not stated)
    -11, -2, -12, 7[fluorescence artefact?], -1, 11, 12, -0.5, 1
NC(=O)C(c1ccc(Cl)cc1Cl)c1ncc(C(F)(F)F)cc1Cl (configuration not stated)
    29, -25, -15, -3, -5, -16, 8, 1.6, -10
O=C(c1ccc2c(=O)n(C3CCCC3)c(=S)[nH]c2c1)N1CCN(C2CCCCC2)CC1
    -10, -3, 0, 2, 4, -10, ., 0.2, 0
Cc1nc2c(nnn2Cc2ccccc2)c(=O)[nH]1
    29, 0, 7, 3, 2, 19, 10, -0.3, 5
O=C(O)c1ccc(NC2=C/C(=N/S(=O)(=O)c3ccccc3)c3ccccc3C2=O)cc1
    -34, 0, 9, 4, 9, 15, 13, 2.2, 18*
CSCc1ccc(C(=O)Nc2ccc(C(N)=O)cc2)cc1
    -7, 3, 4, -4, 0, -1, 8, -0.9, -1
O=C(Nc1cccc(C(F)(F)F)c1)N1CCN(C(=O)Nc2cccc(C(F)(F)F)c2)CC1
    -8, -17, 9, -9, -1, -12, 7, 0.1, -4
COc1ccc(OC)c(/C=N/NC(=O)CC(=O)NCc2ccccc2)c1
    -34, -4, 10, 3, 5, 5, 7, 0.7, 3
CCc1ccc(C2NC(=S)NC3=C2C(=O)CC(C)(C)C3)cc1 (configuration not stated)
    6, -9, -9, 4, 0, 8, 9, -1.1, 3
CC1CC1c1ccc(/C=C(\C#N)C(=O)Nc2ccc(Cl)cc2Cl)o1 (configuration not stated)
    41, -8, 2, 2, 5, 15, 10, 2.5, 3
COC(=O)c1ccc(CSc2nc3ccccc3c(=O)n2CC(C)C)o1
    40, -8, -55, 3[fluorescence artefact?], 9, -42, 13, -0.5, -5
Cc1occc1C(=O)NC(C)c1ccc2c(c1)OCO2 (configuration not stated)
    7, -6, 9, 3, -5, -9, 5, -2.1, 4
COc1ccccc1NC(=O)c1ccc(NC(=O)CSc2nncn2C)cc1
    5, -11, -11, -3, 7, 4, 3, -2.1, 3
CC1(C)CC(=O)C2=C(C1)OC(/N=C/N1CCOCC1)=C(C#N)C2c1ccccc1 (configuration not stated)
    -1, -1, 21, 1, 3, 4, -4, 0.1, 3
C/C(Cl)=C\Cn1c(O)c(N=O)c2ccccc21
    39, 9, -8, -2, 4, -12, 7, -2.2, -5
COc1ccc(CN2CCCC(C(=O)c3ccc(SC)cc3)C2)cc1Cn1cccn1 (configuration not stated)
    -10, -3, -20, 2, 9, -38, 4, -0.1, -2
Clc1cccc(Cl)c1COc1ccccn1
    22, -3, 20, 8[fluorescence artefact?], -1, 13, 7, 2.0, 10
COC(=O)c1cc(S(=O)(=O)Nc2nn(C)c3cccc(F)c23)oc1C
    20, -4, -17, 0, ., 1, 3, -0.1, 4
CCCn1nnc(NC(=S)NC(=O)/C=C/c2ccc(Cl)cc2)n1
    -9, 2, 2, -3, ., -8, 4, 1.1, 4
CCc1ccc(C2=NN(c3ccc(S(N)(=O)=O)cc3)C(c3ccc(F)cc3)C2)cc1 (configuration not stated)
    28, -3, 6, 5[fluorescence artefact?], 4, -6, 14, 5.7, 2
CC1(C)Cc2ccccc2C(c2cc3ccccc3oc2=O)=N1
    17, -5, -8, -2, 2, -1, 1, 1.4, -4
Cc1ccc(S(=O)(=O)N2CCC(=O)N(C(COCc3ccc(Cl)c(Cl)c3)Cc3ccccc3)CC2)cc1 (configuration not stated)
    31, 9, -14, 3, 8, 5, 9, 1.0, 3
CN=C1S/C(=C\c2cn(C(C)=O)nc2-c2ccccc2)C(=O)N1C
    ., 3, 15, ., 8, -8, 10, 0.7, 3
Cc1nn(C)c(Cl)c1CN1CCCC(CO)(Cc2cccc(Cl)c2)C1 (configuration not stated)
    -76, -13, -14, 3, 5, 14, 2, 1.3, 6
Cc1cc(NC(=O)CSc2nc(-c3ccccc3)c(C#N)c(=O)[nH]2)no1
    38, -9, 0, 4[fluorescence artefact?], 5, 3, 21, 0.2, 4
CCOC(=O)CN1NC2(CCCC(C)C2)NC1=S (configuration not stated)
    8, -16, 12, 1[fluorescence artefact?], 6, 4, 4, 1.3, -2
O=[N+]([O-])c1ccc(/C=N/Nc2nc(N3CCCC3)nc(N3CCCC3)n2)o1
    -40, -2, 6, -5, -6, -8, 7, -1.4, 4
Cc1nn(-c2ccccc2)c2c1cc1c(=O)n(C)c(=O)nc-1n2-c1ccccc1F
    4, -26, 30, 0, ., 15, 4, 0.2, 5
COc1cc(-c2nnc(COC(=O)c3cc(C)nc4ccc(C)cc34)o2)cc(OC)c1OC
    2, -9, -27, -3, -3, -23, 9, -1.6, 1
Cc1ccccc1CSCCNC(=O)c1ccc(Cl)c(S(=O)(=O)N2CCOCC2)c1
    -8, -1, -12, 2, 4, 8, 10, 0.2, -1
CC(C)[C@H](NS(=O)(=O)c1ccccc1)C(=O)OCC(=O)Nc1ccc2c(c1)OCO2
    -10, -25, 8, 9, -2, -14, 2, -0.1, 1
Cc1cccc(C)c1NC(=O)CN(C)C(C)C(=O)Nc1ccccc1-c1ccccc1 (configuration not stated)
    -16, -12, -20, 2, 8, -4, 13, 0.9, 0
O=c1cc(-c2ccc3c(c2)OCO3)oc2ccccc12
    -23, -11, -5, -3, 4, 1, 1, -0.2, -8

# Carrying on.
# Every second line gives: EP2 modulator, S1P4 antag, NPY1 pot ag, eIF4E-4G inh, NPY-Y1 antag, NPY-Y2 PAM-ag, PGE2 EP2 inh, S1P4 agonist, p97 inhibitor
O=C(/C=C/c1ccc(Cl)cc1Cl)Nc1ccc(CN2CCOCC2)cc1
    -11, -4, 13, 10, -2, 16, 17, -1.0, 4
Cn1nc(-c2ccccc2)cc1NS(=O)(=O)c1ccc(C#N)cc1
    -29, -10, -18, -5, ., 0, 8, 1.4, 0
COC(=O)[C@@H](NC(=O)NCc1cccs1)C(C)C
    3, -27, 9, -1, 0, 1, 0, 1.4, -1
Cc1c(C(=O)NCc2ccco2)sc2nc(-c3ccccc3)cn12
    -11, 3, -11, 0[fluorescence artefact?], 3, 0, 14, -1.3, -3
Cc1sc2nc(SCC(=O)NCc3ccco3)n(C)c(=O)c2c1C
    -21, -18, -15, -7, 3, 6, 2, 2.3, -4
COC(=O)C(=Nc1ccccc1)/C(C(=O)C(=O)N(C)c1ccccc1)=C(\O)c1ccc(Cl)cc1
    42, -4, 3, 2, 7, -5, 19, 1.0, 7
COc1cc(C(=O)NCCCc2nc3ccccc3n2Cc2cc(C)ccc2C)cc(OC)c1OC
    6, 8, -22, 1, 5, -14, 11, 1.3, 1
O=C(C1CCC1)N1CCN(c2ccnc3cc(Cl)ccc23)CC1
    5, -8, -14, 3, ., -22, 13, -3.0, 1
Cc1c(C(=O)N/N=C/c2ccc(Cl)cc2)[nH]c2ccc(Cl)cc12
    -47, -8, -3, 4, 3, -9, 19, 0.7, -4
c1ccc(Cc2nc3ccccc3o2)cc1
    23, -20, -10, -15, -1, -3, 10, -1.4, -5
CCn1ncc(NC(=S)Nc2ccc(OC)c(OC)c2)c1C(N)=O
    4, -2, 3, -6, -5, 0, 7, 1.5, 5
CCCNC(=S)NC1CC2CCCC(C1)N2CC(C)C (configuration not stated)
    0, -16, 5, -2, 7, -10, 2, -0.9, 3
CCN(Cc1cc2ccc(C)cc2[nH]c1=O)C(=O)c1ccncc1
    6, 0, 1, -9, 1, 14, 10, 1.3, 6
Cc1ccc(-c2ccc(CCC(=O)O)n2Cc2ccco2)cc1
    32, -4, -11, 11, -2, -4, 12, 2.8, 1
COc1cc(/C=N/NC(=O)c2c(-c3ccccc3)noc2C)cc(OC)c1OC
    -32, -32, -15, 0, 3, 18, 8, 0.6, -5
O=C(Nc1ccccc1)c1ccccc1NC(=O)C(F)(F)F
    -25, -14, 5, 6, -3, -2, 3, -1.2, 0
CCCn1c2c(c(O)c(C(=O)NC)c1=O)CCCC2
    32, -4, -35, -3, 10, 0, 13, 0.3, 1
CCOc1ccc2nc(NC(=O)C3CCCN(S(=O)(=O)c4cccs4)C3)sc2c1 (configuration not stated)
    -13, 4, 13, -19, -1, 4, 12, -0.7, 2
CCOc1cc(NC(=S)Nc2cccc(C)c2)c(OCC)cc1NC(=O)CC(C)C
    19, 6, -11, -3, 3, 4, 6, -2.3, 1
Brc1ccc(NCc2cccc3ccccc23)nc1
    -3, -6, -13, 0, 5, -24, 2, 2.7, -1
COc1ccc(C(=O)Nc2nc(-c3cccs3)cs2)cc1
    -22, -9, 0, 2[fluorescence artefact?], -3, -8, 43*, 0.1, 3
CC(/C=C/c1ccccc1F)=N\NC(=O)c1ccccc1
    -41, 1, 19, 5, 1, -1, 6, 0.7, -4
O=C(NC1CCCCC1NC(=O)c1cccs1)c1cccs1 (configuration not stated)
    18, -18, 1, 11[fluorescence artefact?], 4, 8, 1, 0.9, 2
COC(=O)c1ccc(S(=O)(=O)N(Cc2ccccc2)Cc2ccccc2)n1C
    18, -1, -24, -3, ., -38, 5, -0.4, -18
